# Bioassay records (PubChem BioAssay)
# Measles CPE: protection of cells from measles virus. Measles virus-infected cells, CPE protection, absorbance. AID 841. protection (pct of control), % at 4 µM. hit rate 1.5% among 140,000; in the data active = protection mostly above about 24%, no sharp cut-off; inactive = mostly below about 26%; note: some compounds called inactive have numbers as strong as hits
# E-sel TNF inh: TNF alpha driven E-selectin expression inhibition; AID 1246; inhibition, % at 2 µM; HUVEC TNFa-induced E-selectin immunofluorescence, high content; hit rate 0.71% among 120,000;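 active = inhibition above the batch mean plus 3 SD, and confirmed as a hit on visual image review, cut at about 43% in these data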;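 note: 0% = TNF-stimulated DMSO wells and 100% = unstimulated control wells; not every result past the cut was called active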
# Yeast lifespan up: extends the lifespan of yeast | S. cerevisiae growth with nicotinamide, OD615; deaD strain in restrictive glucose medium | inhibition of the nicotinamide effect, % at 10 µM | hit rate 0.68% among 130,000 | AID 775;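 active = inhibition above a set limit, placed 3 SD over the median of all compounds, cut at about 26% in these data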;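 note: 0% = nicotinamide-treated wells and 100% = cells grown without nicotinamide; some compounds called inactive have numbers as strong as hits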
#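 System: DeaD-strain S. cerevisiae / Buffer or medium: CSMM-D, restrictive glucose (dextrose) synthetic minimal medium / Probe or stimulus: nicotinamide, 1.5 mM, co-present with compound / Compound: one concentration, 10 µM, DMSO 0.25% / Incubation: 48 h compound exposure at 30 °C, humidified / Technique: optical density (absorbance) at 615 nm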
# BB579 growth dn: chemicals that inhibit yeast BB579 growth in restrictive medium (lifespan-shortening candidates) | S. cerevisiae BB579 growth, OD615, 48 h | inhibition, % at 10 µM | hit rate 0.51% among 140,000 | AID 804;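 active = inhibition above a set limit, 3 SD over the mean compound inhibition, cut at about 44% in these data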; note: inactives centre near -24
#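 System: Saccharomyces cerevisiae DeaD strain BB579, replicative lifespan model yeast | Buffer or medium: Restrictive glucose-based CSMM-D medium | Times: 4 h preincubation and 48 h exposure at 30 °C | Detection: OD615 turbidity measurement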
# MRP1 act: MRP-1 activation; H69AR cells + doxorubicin, viability rescue, CellTiter-Glo; viability increase, % at 10 µM; hit rate 0.61% among 140,000;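 active = viability gain under doxorubicin at or above a set limit, the compound median plus 3 SD, cut at about 4.7% in these data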;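 note: MRP-1 overexpressing cells given doxorubicin 25 µM after compound pretreatment; 18-22 h compound pretreatment then 72 h with doxorubicin before readout; 0% = doxorubicin-only wells and 100% = vehicle-treated cells without doxorubicin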
# bCat KO growth: beta-catenin-lacking colon tumor cell growth suppression. HCT116 beta-catenin knockout viability, CellTiter-Glo, 60 h; hits give low values. viability, % at 10 µM. hit rate 1.5% among 140,000. AID 818;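 active = viability at or under a set limit, the compound median less 4 SD, cut at about 6% in these data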;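 note: 0% = Hyamine 1622 control at 20 µM and 100% = untreated cell control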
# GALR2 blocker: blocks the human galanin receptor 2; GALR2-expressing cells, antagonist mode; inhibition, % at 4 µM; hit rate 0.39% among 140,000; AID 828; in the data active = inhibition above about 27%;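 note: cells stimulated with galanin 1-16 at roughly its EC80; 0% = agonist challenge control and 100% = basal control without agonist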
# Target sequence (O43603 whole entry, looked up): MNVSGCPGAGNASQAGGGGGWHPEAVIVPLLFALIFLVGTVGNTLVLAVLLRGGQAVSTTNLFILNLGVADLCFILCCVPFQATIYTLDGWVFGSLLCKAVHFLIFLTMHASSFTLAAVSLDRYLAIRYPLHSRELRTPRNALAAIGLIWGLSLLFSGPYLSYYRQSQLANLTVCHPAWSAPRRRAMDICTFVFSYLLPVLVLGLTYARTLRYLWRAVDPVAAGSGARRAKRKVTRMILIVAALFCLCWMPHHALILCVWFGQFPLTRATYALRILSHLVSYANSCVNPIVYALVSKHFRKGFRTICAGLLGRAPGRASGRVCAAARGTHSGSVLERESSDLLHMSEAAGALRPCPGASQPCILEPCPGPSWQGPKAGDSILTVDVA
# NPY-Y2 antag: blocks the human neuropeptide Y Y2 receptor. NPY-Y2 expressing cells, antagonist mode. inhibition, % at 2.7 µM. hit rate 0.99% among 140,000. AID 793; in the data active = inhibition above about 17%;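 note: 0% = vehicle with agonist challenge and 100% = reference antagonist with challenge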
# Target sequence (P49146 whole entry, looked up): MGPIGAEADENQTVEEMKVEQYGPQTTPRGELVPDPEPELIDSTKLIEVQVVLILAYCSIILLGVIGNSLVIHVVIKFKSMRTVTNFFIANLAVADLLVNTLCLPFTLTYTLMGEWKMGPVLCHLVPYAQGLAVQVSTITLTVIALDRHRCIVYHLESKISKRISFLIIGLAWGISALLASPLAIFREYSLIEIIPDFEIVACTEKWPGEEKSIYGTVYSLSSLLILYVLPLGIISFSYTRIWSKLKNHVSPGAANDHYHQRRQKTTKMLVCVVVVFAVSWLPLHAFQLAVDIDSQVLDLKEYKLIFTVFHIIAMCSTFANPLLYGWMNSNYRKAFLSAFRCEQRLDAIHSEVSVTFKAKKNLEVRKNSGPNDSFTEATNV
# HCT116 PTEN-null: PTEN-deleted cell growth suppression | HCT116 PTEN-null viability, CellTiter-Glo, 60 h; hits give low values | viability, % at 10 µM | hit rate 1.2% among 140,000 | AID 827;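 active = viability at or below a set limit, 4 SD under the median of all tested compounds, cut at about 3.7% in these data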;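 note: PTEN knockout HCT116 line with beta catenin targeted HCT116 as companion control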
# Phagocyt inh: macrophage phagocytosis inhibition. J774A.1 macrophage IgG-bead phagocytosis, imaging. inhibition, % at 5 µM. hit rate 0.07% among 110,000. AID 1029;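 active = inhibition above the mean of the plate negative controls plus 5 SD, cut at about 13% in these data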;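 note: phagocytic index as fraction of beads internalized from green versus red external bead signal; plate controls were DMSO negative control for no effect and cytochalasin-D positive control for full effect; some results beyond the cut were filed as inactive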
# Active calls of the source: *; nt = no result given.
smiles	Measles CPE	E-sel TNF inh	Yeast lifespan up	BB579 growth dn	MRP1 act	bCat KO growth	GALR2 blocker	NPY-Y2 antag	HCT116 PTEN-null	Phagocyt inh
O=C1CC(NCc2ccco2)C(=O)N1CCc1ccccc1 (configuration not stated)	27.0	nt	-10.6	-37.0	-0.6	99.7	12.8	2.5	101.5	1.6
COCCNC(=O)c1cc(-c2ccc3c(c2)OCO3)on1	14.6	nt	-9.9	-15.8	0.7	103.0	13.6	5.6	102.7	2.3
CCOC(=O)c1cnn(-c2nc(-c3ccc(C)cc3)cs2)c1C(F)(F)F	6.7	nt	-7.9	-6.8	-3.7	72.4	10.0	1.4	70.4	5.9
Cc1ccc(C(=O)NC2CCSC2=O)cc1 (configuration not stated)	10.2	nt	0.0	-75.1	0.2	89.0	-4.9	-3.7	109.7	-1.9
O=C(Nc1nccs1)c1cc2c(s1)CCCCC2	4.4	11.8	-19.2	-39.6	-1.2	48.9	10.3	4.9	51.4	0.6
COc1cc(C2CC(=O)N(CC(=O)NCc3ccco3)c3ccccc3S2)cc(OC)c1OC (configuration not stated)	22.6	-7.2	-17.8	-45.1	-4.2	87.4	-2.1	3.9	98.7	-1.4
CC1CCc2nc(NC(=O)CN3CCN(Cc4ccc5c(c4)OCO5)CC3)sc2C1 (configuration not stated)	8.6	-8.1	-4.4	-58.5	-2.0	51.3	3.9	5.6	75.4	-0.5
CCCCN(CC)C(=O)c1ccc(Cl)c(Cl)c1	21.1	-11.6	-4.7	-29.6	0.0	72.8	-0.9	3.4	67.0	0.4
O=C(O)CC(O)C(=O)O (configuration not stated)	5.7	nt	-14.8	-5.9	-3.9	82.1	-5.9	7.6	93.2	nt
Cc1ccc(-c2c3c(=O)n(C)c(=O)n(C)c3cn2-n2cnnc2)cc1	5.5	-4.7	-6.8	-15.6	-3.0	70.2	5.4	2.9	85.3	-1.5
O=S1(=O)CCN2C=Nc3sc4c(c3C2=N1)CCCC4	8.6	10.0	1.4	-30.5	-2.9	93.9	0.6	4.6	104.5	nt
COC(=O)c1ccccc1NC(=O)c1ccc(-c2cccc(Cl)c2)o1	17.6	44.0*	1.7	-40.6	-2.6	23.9	-17.2	0.5	22.2	0.4
CCOC(=O)C1CCN(C(C(=O)NC2CCCC2)c2ccc(C)cc2)CC1 (configuration not stated)	2.8	nt	-4.6	20.4	-2.5	76.8	6.0	1.0	78.9	2.4
CCN1CCN(CC(O)COc2ccc(C)c(C)c2)CC1 (configuration not stated)	2.8	-20.2	-5.2	20.1	-2.2	93.8	4.3	2.0	91.9	-0.2
O=C(CSc1nc2ccccc2c(=O)n1-c1ccc(OC(F)F)cc1)NCc1cccs1	23.2	nt	-2.8	-45.1	-1.5	62.9	0.7	9.9	67.3	nt
CN(C)/C=C(/C(=O)c1ccc(Cl)cc1)S(=O)(=O)c1ccc(Cl)cc1	2.3	-21.3	-9.3	-30.5	-0.3	97.3	-0.4	3.9	102.2	nt
Cc1ncc(CO)c(/C=N/NC(=S)Nc2ccc(F)cc2)c1O	5.5	nt	-1.4	-17.6	3.7	28.7	11.7	-0.7	35.5	-2.1
COc1ccc(OC)c(CCNC(=O)Cn2sc3nc(C)cc(C)c3c2=O)c1	7.8	-5.8	-3.9	-1.2	-4.4	1.9*	10.9	-1.6	1.9*	0.2
CCc1cc2c(Sc3nc4ccccc4s3)ncnc2s1	8.5	-35.8	-14.9	1.6	-6.3	4.4*	-11.6	0.3	3.7*	-0.3
N#CCCN(Cc1cccnc1)S(=O)(=O)c1ccc(S(=O)(=O)NC2CCCCC2)cc1	0.6	37.0	-9.7	-12.8	-1.0	85.3	-4.7	-0.1	93.4	1.4
O=C(Nc1nnc(Cc2c[nH]c3ccccc23)s1)c1ccc(Cl)cc1Cl	1.0	nt	0.5	-27.9	-1.2	96.1	25.8	3.5	91.6	nt
COc1cc(CN(C)Cc2ccccc2)cc(OC)c1O	10.4	-15.5	-11.0	-12.7	-0.4	109.1	7.2	0.6	108.4	nt
O=C(NCc1cccnc1)c1ccc(CS(=O)(=O)c2ccc(Cl)cc2)o1	31.2	5.4	-0.2	-46.9	-0.7	93.8	-1.7	3.9	85.8	nt
CCOc1cc(Br)ccc1S(=O)(=O)N1CC(C)OC(C)C1 (configuration not stated)	20.2	-14.6	-5.8	-50.5	0.5	54.5	13.2	3.0	62.6	1.1
CCOC(=O)C1CCCN(c2cc(=O)n(Cc3ccc(F)cc3)c(=O)[nH]2)C1 (configuration not stated)	32.8	10.9	nt	-9.4	-0.3	90.0	3.7	-0.7	95.9	-1.1
CC(C)(C)c1cc(C(=O)NCc2ccccc2)ccn1	39.7	-23.4	-3.3	4.4	-0.2	48.4	13.2	0.1	69.4	nt
CC(=O)N1CCN(C(=O)c2cccc(S(=O)(=O)Nc3ccc(C)cc3)c2)CC1	7.4	5.2	-3.5	-24.6	-1.4	83.8	6.7	3.3	94.2	-3.2
CCN(CC)CCCN1C(=O)C(O)=C(C(C)=O)C1c1cccc(OC)c1 (configuration not stated)	3.0	-20.6	-18.7	-28.1	-2.5	91.6	1.8	-0.8	91.6	-1.2
COc1ccc(N2CCN(CCNC(=O)CCNS(=O)(=O)c3cccs3)CC2)cc1	13.0	-8.5	-11.2	0.0	-0.3	93.8	15.2	2.6	98.0	-0.1
CCOC(=O)N=S(=O)(Oc1ccc([N+](=O)[O-])cc1)c1ccc(Cl)cc1 (configuration not stated)	29.7	-10.3	nt	-46.9	-5.1	75.6	7.8	9.6	78.1	nt
Cc1ccc(-c2noc(CCC(=O)NCCCN3CCN(c4cccc(Cl)c4)CC3)n2)cc1	4.9	-11.8	-11.5	-66.0	-3.2	7.3	10.2	11.6	5.5	-0.8
CCOC(=O)C(=CNc1cc(C)nn1-c1ccc(C)cc1)C(=O)OCC	8.2	10.4	-8.3	-10.2	-2.0	95.6	18.5	13.0	90.5	-1.2
CC(C)CC(=O)NN(C)c1nc(-c2ccccc2)nnc1C(F)(F)F	4.4	-1.8	-3.6	-21.1	-0.5	89.9	7.7	0.7	79.4	-0.2
Cc1cc(C(F)F)n2nc(C(=O)Nc3cc(C)on3)nc2n1	4.8	-0.4	-1.0	-32.6	-0.9	94.0	-3.9	-0.5	104.7	0.4
C/C(=N\OC(=O)c1ccc(C)cc1)c1sc(C)nc1C	7.6	15.1	-16.4	-14.8	0.6	66.9	8.8	6.1	69.6	nt
C=CCn1c(SCc2c(C)noc2C)nc2ccccc2c1=O	5.7	3.1	-2.5	-17.8	-1.3	16.3	-12.9	29.3*	15.2	3.9
CCc1ccc(-c2nc(CN3CCCC(C(=O)O)C3)c(C)o2)cc1 (configuration not stated)	7.6	nt	-11.7	34.6	-0.3	109.4	6.8	3.6	90.6	-0.3
Cc1cc(Nc2ccc(Cl)cc2)n(-c2cccc(Cl)c2)n1	5.9	-6.0	14.8	-31.9	-4.4	66.2	7.1	1.2	60.7	-1.1
COc1ccc(C(=O)/C=C/c2cn(CC(O)CN3CCOCC3)c3ccccc23)cc1 (configuration not stated)	3.1	nt	-6.2	-12.3	-5.6	41.8	-4.9	3.5	40.2	-9.5
COc1cc2[nH]c(-c3ccc(C)cc3)cc(=O)c2cc1OC	4.8	-15.9	3.4	-24.0	-0.5	89.9	16.4	-2.1	97.1	nt
CCCOc1cccc(NC(=O)c2c(-c3ccccc3)noc2C)c1	22.2	-2.2	-2.8	-37.9	-2.7	88.0	3.0	-1.1	89.1	0.9
COc1ccc(C(=O)NC(=S)Nc2cc3oc4ccccc4c3cc2OC)cc1	3.2	nt	4.6	-16.7	-2.7	90.6	-7.7	1.4	92.4	-4.6
COc1ccc(C)cc1NC(=O)c1ccc(S(=O)(=O)N2CCOCC2)cc1	12.1	17.7	-9.9	-15.1	0.5	101.4	12.2	2.4	78.0	-2.8
CC[C@H](C)[C@H](NS(=O)(=O)c1ccc(C)cc1)C(=O)N1CCC(C(=O)N[C@H](C(=O)O)C(C)C)CC1	3.2	-31.3	-18.3	-27.6	-0.7	112.0	-2.0	0.2	99.8	-0.5
Cc1ccc(Cl)cc1NC(=O)COC(=O)C1CCCCC1	29.6	-48.2	-9.9	-44.2	1.1	97.7	2.4	3.3	101.7	-1.3
CC1(C)CC(=O)C(C(C2=C(O)CC(C)(C)CC2=O)c2ccc([N+](=O)[O-])cc2)C(=O)C1 (configuration not stated)	nt	nt	38.1*	-31.4	1.8	85.2	1.3	1.5	87.5	-2.2
COc1cc2c(cc1OC)-c1cc(Nc3ccc4c(c3)OCCO4)nc(=O)n1CC2	7.8	-3.8	-8.3	-54.2	-0.8	100.2	-11.8	11.5	78.8	0.5
Cc1cc(/C=C2/NC(=O)N(Cc3ccccc3F)C2=O)c(C)n1C(C)C	3.7	2.4	-0.6	-36.5	-0.9	96.0	5.0	-2.3	90.8	-3.8
CCC(CC)NC(=O)COC(=O)CCC(=O)c1cccs1	20.2	-4.1	3.0	-41.9	0.4	90.3	-1.3	0.4	110.0	10.2
COc1ccc(-c2nn(C)c3sc(C(=O)N4CCOCC4)cc23)cc1OC	33.4	-28.7	0.0	-9.9	-3.4	86.9	3.1	0.5	81.2	-2.0
O=C(COC(=O)C1CCCCC1)NCCc1ccccc1	13.6	2.5	4.4	1.8	0.8	93.7	-10.9	1.8	96.0	-4.3
CC(=O)c1cccc(NC(=O)CCNS(=O)(=O)c2cccc3nsnc23)c1	8.9	9.5	-0.9	-24.1	-3.8	87.1	-11.9	1.6	101.5	-1.6
COc1ccc(Cl)cc1S(=O)(=O)N1CCN=C1C	6.4	nt	-5.1	29.3	-1.6	83.4	-7.0	0.1	93.1	-0.4
CCOC(=O)N1CCC(n2c(SCC(=O)NCc3ccccc3)nc3ccccc3c2=O)CC1	13.6	20.4	0.4	-7.3	-5.2	68.2	7.9	8.3	63.0	0.0
CC1(c2ccc3noc(-c4ccc(F)cc4)c3c2)OCCO1	12.8	8.5	-8.1	-46.7	-2.3	73.7	-3.1	3.8	80.2	1.0
Cc1nc(Oc2cccc(Cl)c2)c2oc3ccccc3c2n1	3.4	-1.9	-4.8	-13.7	-2.9	80.2	4.0	7.1	103.1	-0.9

# Single entries from above:
# COc1ccc(Cl)cc1S(=O)(=O)N1CCN=C1C – Yeast lifespan up = -5.1
# CCC(CC)NC(=O)COC(=O)CCC(=O)c1cccs1 – GALR2 blocker = -1.3
